Screening results deposited in PubChem BioAssay by several laboratories.
IMP-1 inh = blocks Pseudomonas aeruginosa IMP-1 metallo-beta-lactamase; purified IMP-1, nitrocefin hydrolysis, epi-absorbance fluorescence; inhibition, % at 5.6 µM; 290,000 tested, 0.45% active;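 active = inhibition above the mean plus 3 SD of all compounds in the same screening run, cut at about 4.5% in these data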;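 also: 0% = IMP-1 with DMSO and 100% = DMSO wells lacking enzyme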
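Material – recombinant IMP-1 enzyme, purified · Amount – IMP-1 0.2 nM before substrate addition · Medium – HEPES buffer pH 7.1 with ZnSO4 and Brij 35 · Timing – 25 °C, 15 min preincubation, 25 min reaction · Measured by – plate fluorescence quenching by hydrolysis product, ex 480/em 530 nm · Read-out – percent enzyme inhibition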
MEKK2wt PB1 HTS = raises or lowers MEK5 binding to wildtype human MEKK2 PB1 domain; 290,000 tested, 1.1% active; binding response (% of control), % at 10 µM; bead flow cytometry, Alexa488-MEK5 binding to MEKK2 WT; actives lie on both sides; AID 1531; in the data active = binding response below about 67% or above about 130%
NALP1 yeast inh = NALP1 inhibition. 280,000 tested, 0.61% active. inhibition, % at 10 µM. S. cerevisiae NALP1/ASC/caspase-1 growth, X-gal OD620, 72 h; in the data active = inhibition mostly above about 24%, no sharp cut-off; inactive = mostly below about 32%; also: some compounds called inactive have numbers as strong as hits
VIM-2 inh = blocks Pseudomonas aeruginosa VIM-2 metallo-beta-lactamase | purified VIM-2, nitrocefin hydrolysis, epi-absorbance fluorescence | inhibition, % at 5.6 µM | 290,000 tested, 0.89% active | AID 1527;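 active = inhibition above the mean of all tested compounds plus 3 SD, cutoff set per screening run, cut at about 7.5% in these data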;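 also: red hydrolysis product quenches plate fluorescence so inhibitors raise well fluorescence; 0% = enzyme with DMSO and 100% = DMSO without enzyme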
UBC9 SUMO inh = inhibitors of human SUMOylation (UBC9); P63279; HTRF SUMOylation assay, SAE1/SAE2 + UBC9, in vitro; inhibition, % at 35 µM; 290,000 tested, 0.36% active; in the data active = inhibition above about 50%, passing the limit was not always enough; also: strong numbers were not always called active
Target sequence (P63279 whole entry, looked up): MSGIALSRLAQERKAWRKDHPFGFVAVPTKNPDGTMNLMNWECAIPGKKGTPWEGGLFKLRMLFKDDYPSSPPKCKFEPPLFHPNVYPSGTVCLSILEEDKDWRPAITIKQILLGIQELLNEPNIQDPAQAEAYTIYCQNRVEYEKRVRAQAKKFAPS
DNA FID counter = fluorescent intercalator displacement, NS3 helicase counter-screen; DNA fluorescent intercalator displacement, fluorescence; inhibition, % at 7.9 µM; 290,000 tested, 0.17% active; AID 1845; in the data active = inhibition above about 37%;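 also: 0% = vehicle and 100% = reference compound; higher means more ethidium bromide displaced from hairpin DNA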
PfM18AAP inh = blocks P. falciparum M18 aspartyl aminopeptidase; recombinant PfM18AAP, H-Glu-NHMec fluorogenic cleavage; inhibition, % at 7.35 µM; 290,000 tested, 1.2% active; AID 1822;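 active = inhibition above the campaign mean inhibition over all tested compounds plus 3 SD, cut at about 28% in these data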;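 also: 0% = plate median of test compound wells and 100% = 2 mM ZnCl2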
MEKK2 mut-MEK5 = signal of MEK5 binding to mutant human MEKK2 PB1 domain | bead flow cytometry, Alexa488-MEK5 binding to MEKK2 mutant | percent response, % at 10 µM | 290,000 tested, 0.35% active | AID 1530; in the data active = percent response above about 24%, passing the limit was not always enough; also: inactives centre near 1; some results filed as inactive read as strong as hits
HCV NS3 hel inh = inhibitors of Hepatitis C virus NS3 helicase | NS3 helicase DNA unwinding, Cy5 molecular beacon fluorescence | inhibition, % at 10.9 µM | 290,000 tested, 0.56% active | AID 1800;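 active = inhibition above the mean of all tested compounds plus 3 SD, set per campaign, cut at about 35% in these data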;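 also: 0% = DMSO wells and 100% = thioflavine S control wells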
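Compound dosing – single dose, 10.9 µM nominal final, DMSO 0.8% final · System – NS3 helicase fragment of HCV · Buffer or medium – MOPS pH 6.5, MgCl2, DTT, Tween20, BSA · Signal – Cy5 beacon fluorescence read at start and 1 h · Also added – annealed dual-labelled DNA beacon duplex, ATP-started · Schedule – 1 h at 25 °C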
* marks the source's active call; other numbers are inactive results; / = not tested or not shown.

SMILES	IMP-1 inh	MEKK2wt PB1 HTS	NALP1 yeast inh	VIM-2 inh	UBC9 SUMO inh	DNA FID counter	PfM18AAP inh	MEKK2 mut-MEK5	HCV NS3 hel inh
CN(c1ccccc1)c1nc(N)c([N+](=O)[O-])c(N2CCOCC2)n1	-0.8	93	-1	-1.6	4	-13	4	-10	-1
COc1ccc(/C=C2/C(=O)N(c3ccccc3)N=C2C)cc1OC	-1.2	109	16	-0.5	94	-11	25	3	3
COc1ccc(C(=O)C2CCCN(Cc3c(C)[nH]c4ccccc34)C2)c(OC)c1 (stereo not drawn)	-1.4	120	33*	-0.7	26	6	7	8	-1
O=C1CSC(c2ccc([N+](=O)[O-])cc2)N1c1ccc(O)cc1 (stereo not drawn)	-5.1	97	-19	-3.6	-9	-3	-3	-2	0
O=C(Nc1nnc(-c2ccccc2Cl)o1)c1ccco1	-2.9	107	-12	-4.3	7	0	2	11	2
CCCc1cc(=O)oc2c(CN3CCN(C)CC3)c(O)ccc12	-0.8	107	7	0.9	29	1	-7	5	-9
O=C(Nc1ccc(Cl)cc1)c1csc(Cc2ccccc2)n1	0.1	94	21	-0.4	3	-8	-6	-9	-8
O=C(c1ccc(NS(=O)(=O)c2cccs2)cc1)N1CCN(c2ccccc2Cl)CC1	-1.8	94	10	-3.1	18	-31	3	0	-8
Cc1ccc(/C=C/C(=O)N2CCN(S(=O)(=O)/C=C/c3ccccc3)CC2)o1	-1.5	95	/	-1.5	-4	-26	-73	-4	4
O=[N+]([O-])c1ccc2c(c1)nc1n2CCCCC1	-3.9	96	4	-3.3	16	-1	5	-2	-6
O=C(CSCc1ccc(Cl)cc1Cl)Nc1nccs1	-3.0	96	31	-3.4	-10	-3	1	-5	2
Cc1cccc(NC(=O)CCCNC(=O)c2ccc(Cl)cc2)n1	-1.3	106	14	-0.8	4	-12	-7	2	-6
Cc1nn(-c2ccccc2Cl)c(Cl)c1/C=C(\C#N)C(N)=O	-0.3	101	6	-1.1	-1	0	-2	-1	-5
CCOCCCn1c(=S)[nH]c2cc(C(=O)NCC(OC)OC)ccc2c1=O	-2.2	100	-43	-2.5	19	-17	7	-1	10
COc1cc(OC)cc(C(=O)N2CCN(C3CCCCC3)CC2)c1	-2.7	98	21	0.5	7	4	0	2	3
CCOc1ccc(NC(=S)Nc2cccc3cnccc23)cc1	-0.5	104	1	-1.6	89*	3	2	5	-5
Cc1cc(C(=O)N/N=C2/CC(C)CC(C)(C)C2)c(C)o1 (stereo not drawn)	-1.0	104	9	-3.0	5	-3	-15	0	5
CCO[C@H]1OC(C(=O)NCc2ccccc2)=C[C@@H](C)[C@@H]1CCCO	-2.7	98	-11	-0.5	7	-15	-1	-3	3
CC(C)(C)C(=O)Nc1ccc(/C=C/C(=O)c2ccco2)cc1	-0.5	104	1	0.0	16	-5	-5	2	21
CC(=O)n1cc(/C=N/NC(=O)c2ccccc2Cl)c2ccccc21	-1.2	102	0	-4.1	-11	-10	-3	5	-18
CCCCn1c(SCC(=O)NCc2ccco2)nnc1-c1ccoc1C	-2.4	77	6	-0.6	4	-31	10	-15	24
N#C/C(=C\c1c[nH]c2ccccc12)C(=O)Nc1ncc(Cc2ccc(Cl)cc2Cl)s1	-2.3	106	-18	-2.6	-8	2	-8	8	1
COc1ccc(CCNC(=O)c2cccnc2)cc1OC	-4.9	101	19	-2.4	13	1	-1	0	-1
COC(=O)CSc1nnc(SCc2ccccc2)s1	-0.3	91	12	-0.1	4	-11	-12	-8	-3
COn1c(-c2ccccc2)nc2c1CCc1c-2no[n+]1[O-]	-1.8	115	7	-0.2	8	-2	-7	8	-2
Cc1cnn(C(=O)c2cc(-c3ccccn3)nc3ccc(Cl)cc23)c1	-5.4	97	41*	-4.4	-15	-4	-2	0	8
O=C(NCC1CCCO1)C1CCN(C2CCN(Cc3ccco3)CC2)CC1 (stereo not drawn)	-2.8	97	3	-3.6	16	2	5	-8	7
COc1ccc(NC(=O)CS(=O)CC(=O)Nc2ccc(OC)c(OC)c2)cc1 (stereo not drawn)	-5.1	101	1	-1.2	8	3	-4	-1	11
CCc1[nH]nc(C(=O)N2CCCC(C(=O)c3cccc(OC(C)C)c3)C2)c1C (stereo not drawn)	-4.1	104	-17	-0.9	4	-49	3	7	23
Cc1nc(CCNC(=O)COc2ccccc2)cs1	-0.1	110	/	0.0	-9	-8	-27	10	1
O=C(NCCO)c1ccc2nc(Cc3cccc(Cl)c3)oc2c1	-1.7	109	7	-2.1	4	-6	3	5	-2
COc1ccc(S(=O)(=O)N2CCC(C(=O)N[C@H](C(=O)N3CCCC3)C(C)C)CC2)cc1	-0.6	103	1	-0.3	/	-41	1	2	4
CCCCNc1nc(CC(C)=O)ns1	-3.5	102	-2	-5.0	5	-3	-4	1	-1
Clc1ccc(-c2csc3ncnc(N4CCc5ccccc5C4)c23)cc1	-2.6	102	33	-2.3	-3	-4	-1	0	11
Cc1cccc(N2CCN(C(=O)Cc3c(C(=O)O)[nH]c4ccc(Cl)cc34)CC2)c1C	-3.0	95	1	-3.1	7	-30	0	-3	-10
COc1cc(N=c2ssnc2Cl)c(OC)cc1Cl	-4.7	93	2	-3.9	2	1	29*	-7	11
CC(C)n1nccc1N(Cc1ccc(Br)cc1)S(=O)(=O)c1ccccc1	-1.4	95	9	-1.6	-28	-33	0	-4	-4
CN(CC(=O)Nc1ccc(Cl)cc1)C(=O)CCc1c[nH]c2ccccc12	-2.5	103	24	0.1	-9	-10	2	1	-25
O=C(N/N=C/c1ccc2c(c1)OCO2)c1cc(-c2ccccc2)nc2ccccc12	-4.6	100	14	-4.1	6	-2	5	-2	-2
COc1ccc(NC(=S)N(Cc2cccnc2)Cc2ccco2)cc1	-1.3	95	8	-0.1	5	-6	3	-3	-5
CCN1CCN(C(=O)c2cc3nc(-c4ccccc4)cc(C(F)(F)F)n3n2)CC1	-0.6	97	22	3.7	24	-1	-1	-1	-2
NCCNC(=O)c1c(O)c2cccc3c2n(c1=O)CCC3	0.1	107	35*	12*	4	20	8	10	23
CCOC(=O)c1cn(Cc2c(C)c(C)c(C)c(C)c2C)nn1	-0.6	98	14	-4.0	-10	-10	1	-2	-2
COc1cc([N+](=O)[O-])cc(/C=N/NC(=O)c2cncc(Br)c2)c1O	-2.9	97	-7	-4.9	-10	-9	1	-1	-1
CSCc1nc2scc(-c3ccccc3)c2c(=O)[nH]1	-3.9	100	-10	-2.1	-2	-4	0	-5	-1
O=C(CCC(=O)c1cccs1)NCc1ccncc1	-2.6	100	-16	0.0	9	1	0	-4	-6
Cc1[nH]n(C(N)=S)c(=O)c1N=Nc1ccc(Br)cc1	-2.2	104	0	-2.6	-26	-9	-4	5	17
Cc1ccc(NC(=O)c2ccoc2C)cc1C	-2.1	102	13	-1.8	5	-2	6	-1	13
CCOc1cc(/C=N/NC(=O)c2ccncc2)cc(Cl)c1OS(C)(=O)=O	0.4	102	15	4.3	14	-9	-10	-1	2
COc1ccc(C(=O)N2N=C(c3ccc(NS(C)(=O)=O)cc3)CC2c2cccs2)cc1 (stereo not drawn)	-2.5	100	14	-4.8	0	-26	-8	7	14
Nc1c(NCc2ccccc2)c(=O)[nH]c(=O)n1Cc1ccccc1	-3.4	107	8	-4.0	30	-4	1	3	-3
COc1ccc(CNC(=O)C(=O)NCC2CCCO2)cc1 (stereo not drawn)	-1.1	102	23	-1.7	12	-4	5	1	2
c1ccc(Oc2cccc3cccnc23)nc1	-3.9	96	/	-3.3	17	-4	-6	0	-33
CSc1ccc(/C=C(\C#N)C(=O)NC2CCCCC2C)cc1 (stereo not drawn)	-2.6	105	30	-3.1	-8	-4	14	1	-2
COCCNC(=O)CSc1nc2cc3c(cc2c(=O)n1CCCC(=O)NCc1ccc(OC)cc1)OCO3	-2.2	98	8	-1.4	0	-6	-5	3	15
CCOC(=O)N1CCN(CC(=O)c2c(C)[nH]c3ccccc23)CC1	-2.5	102	5	3.2	22	-8	-5	0	-1
Cc1nc2scc(-c3ccc(Cl)cc3)c2c(=O)n1N	-0.7	92	8	-1.9	6	-12	4	1	-3
O=C(Nc1ccccc1)C1CCCN1/C=C/C(=O)C(F)(F)F (stereo not drawn)	-1.8	115	-8	-0.2	-3	5	3	1	8
COc1ccc(C)cc1N(CC(=O)Nc1cccc(N(C)S(C)(=O)=O)c1)S(C)(=O)=O	0.4	97	-11	-5.2	12	-21	1	-2	2
O=C(Oc1c(Br)cc(Br)c2cccnc12)N1CCCCC1	0.8	87	8	4.7	13	-34	-12	-8	-5
New compounds follow:
SMILES	IMP-1 inh	MEKK2wt PB1 HTS	NALP1 yeast inh	VIM-2 inh	UBC9 SUMO inh	DNA FID counter	PfM18AAP inh	MEKK2 mut-MEK5	HCV NS3 hel inh
CCOc1cc(/C=N/NS(=O)(=O)c2ccccc2)ccc1OS(=O)(=O)c1ccc(C)cc1	-2.5	96	14	-0.9	-15	-3	-4	-8	-4
CC(=O)NN1C(=O)c2ccccc2NC1c1cccc([N+](=O)[O-])c1 (stereo not drawn)	-2.5	106	22	-0.2	16	-3	-3	6	-12
O=c1c2ccccc2nnn1CSc1nnc(-c2cccnc2)n1-c1ccccc1F	-2.9	93	19	-2.8	-6	-16	2	-3	2
Cc1ccc(S(=O)(=O)N2CCCCC2)cc1NC(=O)c1ccc2ccccc2n1	-3.5	86	21	-1.7	1	-11	2	-3	6
CC(C)(C)c1ccc(C2/C(=C(\O)c3ccc4c(c3)OCCO4)C(=O)C(=O)N2CCCN2CCOCC2)cc1 (stereo not drawn)	-1.1	99	2	0.9	12	-53	6	0	13
O=C(CCCN1C(=O)/C(=C/c2cccc(Br)c2)SC1=S)Nc1cccnc1	-1.0	104	-4	-0.5	10	-10	7	8	5
O=C(c1ccccc1F)N1CCOCC1	-2.1	99	-1	-2.7	1	2	-3	0	-1
c1cncc(CSc2ccc(-c3cccs3)nn2)c1	-2.5	94	3	-0.6	3	-6	2	-2	-6
COc1ccc(C(=O)N2CCN(C3CCC(c4ccccc4)CC3)CC2)cc1OC (stereo not drawn)	1.1	105	8	-3.7	2	-10	14	5	-2
CN1CCC(NC(=O)Cc2c(F)cccc2Cl)CC1	-3.4	100	19	-2.0	8	-2	-7	0	-8

Profiles, quoted from the list.
CCOc1cc(/C=N/NS(=O)(=O)c2ccccc2)ccc1OS(=O)(=O)c1ccc(C)cc1 is listed as IMP-1 inh: -2.5; MEKK2wt PB1 HTS: 96; NALP1 yeast inh: 14; VIM-2 inh: -0.9; UBC9 SUMO inh: -15; DNA FID counter: -3; PfM18AAP inh: -4; MEKK2 mut-MEK5: -8; HCV NS3 hel inh: -4
O=C(c1ccccc1F)N1CCOCC1 is listed as IMP-1 inh: -2.1; MEKK2wt PB1 HTS: 99; NALP1 yeast inh: -1; VIM-2 inh: -2.7; UBC9 SUMO inh: 1; DNA FID counter: 2; PfM18AAP inh: -3; MEKK2 mut-MEK5: 0; HCV NS3 hel inh: -1
